From PubChem
INS-1E GSIS act – GLuc luminescence reporter in INS-1E cells, primary screen for activators of glucose-dependent secretion of insulin; INS-1E GLuc reporter insulin secretion, 2-3 h; activation, % at 16.6 µM; actives 0.61% (n = 370,000);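 active = lowest replicate activation of at least 40%, so every replicate reaches that level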;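 also: 0% = median of neutral control wells and 100% = median of IBMX positive control wells; some compounds called inactive have numbers as strong as hits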
F508del corr – F508del CFTR correction, initial screen, CFBE line, single point. CFBE cells, YFP halide quenching; stimulated with forskolin plus potentiator P3; % fluorescence drop versus neutral controls. actives 0.36% (n = 350,000). activity (quench increase), % at 7.58 µM;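 active = mean added fluorescence quench of at least 8% versus neutral control, with both replicates also reaching 8%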;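 also: cells transiently co-express mutant CFTR-F508del with the halide-sensitive YFP; corrector assay measuring rescue of mutant channel to the surface after 24 h compound exposure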
FN deposit inh – inhibitors of fibronectin matrix deposition, primary screen, AH1F cells, Alexa488-fibronectin fluorescence, plate reader; actives 0.086% (n = 350,000); inhibition, % at 12.6 µM; AH1F fibroblasts, overnight;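 active = mean inhibition across replicates of 30% or more, regardless of how many single replicates reach that level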;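 also: positive control wells lacked labelled fibronectin entirely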
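Material: AH1F fibroblast monolayer depositing Alexa488-labelled fibronectin into matrix / Amount: 10000 AH1F cells per well / Signal: fluorescence 485/525 nm / Medium: DMEM, 2% serum / Compound: single dose, pinned / Incubation: 1 h cell adhesion before compound, then overnight fibronectin incubation / Reagent: Alexa488-FN, 24 nM final / Read-out: inhibition of fibronectin deposition signal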
Starred values were filed as active, the others as inactive.

#1 Cc1ccc(C(O)(C(=O)NNC(=O)CN2CCN(C)CC2)c2ccc(C)cc2)cc1
#2 CNC(C(=O)c1ccccc1)C(OC(C)=O)c1cccc([N+](=O)[O-])c1 (configuration not stated)
#3 O=C1OC(c2ccc([N+](=O)[O-])cc2)=N/C1=C/N1CC2CC(C1)c1cccc(=O)n1C2 (configuration not stated)
#4 CCCCn1c(=O)c(C=Nc2cccnc2Cl)c(O)n(CCCCl)c1=O
#5 C=CC1CN2CCC1CC2C(OC(C)=O)c1ccnc2ccc(OC)cc12 (configuration not stated)
#6 CP(=O)(O)CN1CCCCC1

| assay / entry | 1 | 2 | 3 | 4 | 5 | 6 |
| --- | --- | --- | --- | --- | --- | --- |
| INS-1E GSIS act | 0 | -10 | -18 | 1 | 3 | -19 |
| F508del corr | -3.4 | -2.1 | 1.8 | -1.3 | -0.7 | 0.8 |
| FN deposit inh | 3 | -1 | 4 | 12 | 8 | 6 |

#7 CCC1(c2ccc(C)cc2)C(=O)NC(=S)NC1=O
#8 Cc1ccc(N2C(=O)NC(=O)/C(=C/c3ccc(-c4ccc(C(=O)O)c(Cl)c4)o3)C2=O)cc1
#9 N#CCC(=O)NN1Cc2ccccc2C1=N
#10 NC(=O)Cn1cc(C=C2C(=O)NC(=O)NC2=O)c2ccccc21
#11 O=C(NCCN1CCC2(CC1)C(=O)NCN2c1ccccc1)c1ccc(OC(F)(F)F)cc1
#12 CC(C)n1c(=O)c(C=Nc2ccc(Br)cc2)c(O)n(Cc2ccco2)c1=O

| assay / entry | 7 | 8 | 9 | 10 | 11 | 12 |
| --- | --- | --- | --- | --- | --- | --- |
| INS-1E GSIS act | 14 | -7 | 2 | 16 | -18 | -6 |
| F508del corr | -0.4 | -3.7 | 0.1 | -2.1 | 0.8 | 6.0 |
| FN deposit inh | -1 | 8 | 11 | -6 | -1 | -7 |

The list goes on; it opens with the two that closed the last part.
#11 O=C(NCCN1CCC2(CC1)C(=O)NCN2c1ccccc1)c1ccc(OC(F)(F)F)cc1
#12 CC(C)n1c(=O)c(C=Nc2ccc(Br)cc2)c(O)n(Cc2ccco2)c1=O
#13 CCOP(=S)(OCC)N1CCOCCOCCN(P(=S)(OCC)OCC)CCOCCOCC1
#14 COc1cc(CN2CCCC(C(=O)c3sccc3C)C2)cc(Cl)c1O (configuration not stated)
#15 O=C(NC1CONC1=O)OCC(Cl)(Cl)Cl (configuration not stated)
#16 CCc1ccc(N2C(=O)NC(=O)/C(=C/c3cccn3CCOc3ccc(C)cc3)C2=O)cc1
#17 O=c1[nH]c(=O)n(Cc2ccccc2)c(O)c1/C=C1\C=Nc2ccccc21
#18 Cc1c(NP(=O)(C(C)(C)C)C(C)(C)C)c(=O)n(-c2ccccc2)n1C

| assay / entry | 11 | 12 | 13 | 14 | 15 | 16 | 17 | 18 |
| --- | --- | --- | --- | --- | --- | --- | --- | --- |
| INS-1E GSIS act | -18 | -6 | -25 | -11 | 3 | 0 | 20 | 14 |
| F508del corr | 0.8 | 6.0 | 1.1 | 1.2 | -0.9 | -3.8 | -0.1 | -4.1 |
| FN deposit inh | -1 | -7 | 2 | -1 | -12 | 10 | -5 | -9 |

#19 N#CC1(c2ccccc2)CCN(C2CC(=O)N(c3ccc4c(c3)OCO4)C2=O)CC1 (configuration not stated)
#20 CCC(=O)C(CCN1CCOCC1)(c1ccccc1)c1ccccc1
#21 O=C(NC1CCCCC1)N1Cc2ccc(Br)cc2-n2nncc2C1
#22 O=[N+]([O-])c1oc2ccc3ccccc3c2c1CCO
#23 CCOc1ccc(N=Cc2c(O)n(-c3cc(C)cc(C)c3)c(=O)[nH]c2=O)cc1
#24 O=C1/C(=C/c2ccc3c(c2)OCO3)N2CCC1CC2

| assay / entry | 19 | 20 | 21 | 22 | 23 | 24 |
| --- | --- | --- | --- | --- | --- | --- |
| INS-1E GSIS act | -1 | -1 | -7 | -11 | -5 | 8 |
| F508del corr | -1.7 | -1.8 | -0.1 | 2.0 | 0.7 | -1.7 |
| FN deposit inh | 17 | 2 | 6 | 5 | -7 | 0 |

Compound profiles, as listed above.
CCC(=O)C(CCN1CCOCC1)(c1ccccc1)c1ccccc1 is entered as INS-1E GSIS act: -1; F508del corr: -1.8; FN deposit inh: 2
CCOc1ccc(N=Cc2c(O)n(-c3cc(C)cc(C)c3)c(=O)[nH]c2=O)cc1 is entered as INS-1E GSIS act: -5; F508del corr: 0.7; FN deposit inh: -7

(listing goes on)
#25 C=CCCC1(C2=CCCCC2)C(=O)NC(=O)NC1=O
#26 COc1ccc(N=Cc2c(O)n(CC3CCCO3)c(=O)[nH]c2=O)cc1 (configuration not stated)
#27 COc1ccc(NC(=O)c2c(C)nn(Cc3ccccc3Cl)c2Cl)cc1Cl
#28 COC(=O)Cn1cc(C=C2C(=O)N(C)C(=O)N(C)C2=O)c2ccccc21
#29 CCOP(=O)(OCC)C(NC(=O)Cc1ccccc1)C(Cl)(Cl)Cl (configuration not stated)
#30 COc1ccccc1C1C([N+](=O)[O-])=C(N)Oc2c1c(=O)oc1ccccc21 (configuration not stated)

| assay / entry | 25 | 26 | 27 | 28 | 29 | 30 |
| --- | --- | --- | --- | --- | --- | --- |
| INS-1E GSIS act | -4 | 4 | 6 | 0 | -3 | -7 |
| F508del corr | 1.2 | -0.4 | 0.6 | 2.6 | -1.9 | -0.7 |
| FN deposit inh | 2 | 3 | 3 | 2 | -3 | 4 |

Exported with tabs: part of the list above
no.	Compound	INS-1E GSIS act	F508del corr	FN deposit inh
19	N#CC1(c2ccccc2)CCN(C2CC(=O)N(c3ccc4c(c3)OCO4)C2=O)CC1 (configuration not stated)	-1	-1.7	17
20	CCC(=O)C(CCN1CCOCC1)(c1ccccc1)c1ccccc1	-1	-1.8	2
21	O=C(NC1CCCCC1)N1Cc2ccc(Br)cc2-n2nncc2C1	-7	-0.1	6

Additional records.
#31 c1ccc(CC(NCc2ccco2)c2ccccc2)cc1 (configuration not stated)
#32 CCCCCN1C(=O)c2cc(OC)ccc2[C@@]2(C(=O)OCC)Cc3cc(OC)ccc3[C@@H]12
#33 Cc1onc(-c2c(Cl)cccc2Cl)c1C(=O)Nc1ccc2c(C(F)(F)F)cc(=O)oc2c1
#34 c1ccc(P(c2ccccn2)c2ccccn2)cc1
#35 Cc1ccc(C2N3CCCN23)cc1 (configuration not stated)
#36 O=C1NC(=O)C(Cc2ccccc2)(Cc2ccccc2)C(=O)N1

| assay / entry | 31 | 32 | 33 | 34 | 35 | 36 |
| --- | --- | --- | --- | --- | --- | --- |
| INS-1E GSIS act | 28 | -15 | 0 | 7 | -2 | 29 |
| F508del corr | -0.2 | 7.5 | -0.5 | -0.6 | -1.2 | -0.3 |
| FN deposit inh | 13 | 1 | 6 | 9 | 0 | 4 |

#37 O=C1NC(=O)C(=Cc2ccc(Cl)cc2)C(=O)N1
#38 COC(=O)c1c(C)[nH]c(C(=O)C(C)[N+]23CCN(CC2)CC3)c1C (configuration not stated)
#39 O=C1NC(=O)N(Cc2ccccc2)C(=O)/C1=C\c1ccco1
#40 C=CCn1c(O)c(/C=N/N2CCOCC2)c(=O)[nH]c1=S
#41 CCC(C)NC(=O)CN1C(=O)CN=C(c2ccccc2)c2ccccc21 (configuration not stated)
#42 NC(=Nc1ccccc1)NN=Cc1c[nH]c2ccccc12

| assay / entry | 37 | 38 | 39 | 40 | 41 | 42 |
| --- | --- | --- | --- | --- | --- | --- |
| INS-1E GSIS act | -3 | 1 | -2 | -4 | 2 | -29 |
| F508del corr | 0.9 | -1.8 | -4.0 | -2.2 | 0.8 | 5.5 |
| FN deposit inh | -6 | -4 | -9 | 2 | -13 | 4 |

#43 CCOC(=O)C1(CCOc2ccccc2)CCN(C2Cc3ccccc3C2)CC1
#44 Cc1ccc(NP(=O)(c2ccccc2)c2nc3ccccc3s2)cc1 (configuration not stated)
#45 Cc1cc(N2CCNC[C@H]2C)ccc1N1CC[C@@H](O)C1
#46 CC(=NCc1ccco1)c1c(O)n(-c2ccc(Cl)cc2)c(=O)[nH]c1=O
#47 COc1ccc(-n2c(O)c(C(C)=NCC3CCCO3)c(=O)[nH]c2=O)cc1 (configuration not stated)
#48 Nc1c(Br)cc2c3c(cccc13)-c1ccccc1-2

| assay / entry | 43 | 44 | 45 | 46 | 47 | 48 |
| --- | --- | --- | --- | --- | --- | --- |
| INS-1E GSIS act | -18 | -6 | 4 | 5 | -1 | -52 |
| F508del corr | -2.7 | -0.8 | 3.7 | -2.1 | 3.1 | 1.6 |
| FN deposit inh | -19 | 3 | -1 | -5 | 0 | 0 |

Three records drawn at random from those above:
#44 Cc1ccc(NP(=O)(c2ccccc2)c2nc3ccccc3s2)cc1 (configuration not stated)
#45 Cc1cc(N2CCNC[C@H]2C)ccc1N1CC[C@@H](O)C1
#43 CCOC(=O)C1(CCOc2ccccc2)CCN(C2Cc3ccccc3C2)CC1

| assay / entry | 44 | 45 | 43 |
| --- | --- | --- | --- |
| INS-1E GSIS act | -6 | 4 | -18 |
| F508del corr | -0.8 | 3.7 | -2.7 |
| FN deposit inh | 3 | -1 | -19 |

Next section:
#49 CCOP(=O)(C#Cc1ccccc1)C(O)c1ccc(Br)cc1 (configuration not stated)
#50 Cc1cccc(CN2CCN(c3ccc(Cl)cc3)CC2)c1
#51 CC(C)OP(=O)(O)NC(=O)c1ccccc1
#52 O=C1NC(=S)N(c2ccccc2)C(=O)C1C(c1ccncc1)C1C(=O)NC(=S)N(c2ccccc2)C1=O (configuration not stated)
#53 O=C1C2CCN(CC2)C12CC2c1ccc(C(F)(F)F)cc1 (configuration not stated)
#54 CCc1ccc2c(CN3CC=C(c4ccccc4)CC3)cc(=O)oc2c1
#55 [N-]=[N+]=NCc1cn2cccnc2n1

| assay / entry | 49 | 50 | 51 | 52 | 53 | 54 | 55 |
| --- | --- | --- | --- | --- | --- | --- | --- |
| INS-1E GSIS act | -7 | 6 | 1 | -16 | -9 | -11 | 7 |
| F508del corr | 10* | 2.6 | -2.1 | -0.1 | -0.2 | -2.1 | -3.2 |
| FN deposit inh | -4 | 2 | -10 | 13 | 9 | -4 | -3 |

An excerpt, so the mix of outcomes need not match the whole.
